# CYP2C9 activ: CYP2C9 (human) activation. P11712. recombinant CYP2C9, luciferin-H conversion, luminescence; hits give high values; factor 1 = untreated enzyme, 0 = blocked. activation factor at 5 µM. actives 1.4% (n = 96,000). AID 1024;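 active = activation factor of 2 or more for CYP2C9 at a 5 µM dose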;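 also: 0 = sulfaphenazole-blocked wells and 1 = vehicle-only wells; values of inactives mirror those of a sister screen read the other way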
# EphB4 ephrin blk: EphB4-ephrin-B2 interaction antagonism | EphB4 LBD / TNYL-RAW-Alexa532 peptide, fluorescence polarization | actives 0.15% (n = 97,000) | inhibition, % at 7 µM | P54760;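 active = inhibition above the screen-wide mean inhibition plus 3 SD, cut at about 15% in these data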;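 also: 0% = DMSO wells and 100% = excess unlabeled TNYL-RAW peptide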
# PLAP act: activators of human placental alkaline phosphatase. activation fold at 20 µM. purified PLAP enzyme, luminescent substrate read-out; hits give high values. P05187. AID 696. actives 1.2% (n = 96,000); in the data active = activation fold above about 2
# Target sequence (P05187 whole entry, looked up): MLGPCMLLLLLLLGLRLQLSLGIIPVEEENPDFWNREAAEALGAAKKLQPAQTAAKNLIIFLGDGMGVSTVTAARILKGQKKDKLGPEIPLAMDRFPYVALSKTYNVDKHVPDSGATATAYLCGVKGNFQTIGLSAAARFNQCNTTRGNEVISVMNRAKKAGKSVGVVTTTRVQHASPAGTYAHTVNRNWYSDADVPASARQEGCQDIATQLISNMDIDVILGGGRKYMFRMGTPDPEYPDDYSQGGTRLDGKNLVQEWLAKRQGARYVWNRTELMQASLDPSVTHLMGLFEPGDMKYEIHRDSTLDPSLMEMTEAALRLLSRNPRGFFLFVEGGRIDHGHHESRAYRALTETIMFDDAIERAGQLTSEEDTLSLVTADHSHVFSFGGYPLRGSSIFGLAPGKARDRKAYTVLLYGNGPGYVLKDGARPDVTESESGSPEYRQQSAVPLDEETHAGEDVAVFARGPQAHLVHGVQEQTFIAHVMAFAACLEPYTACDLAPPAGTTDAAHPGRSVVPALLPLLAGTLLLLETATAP
# Ecoli WT expand: E. coli BW25113 growth inhibition, expanded screen. OD600 absorbance. growth inhibition, % at 100 µM. actives 0.15% (n = 98,000);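 active = growth inhibition above about 50% at one test dose, limit read from the data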;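 also: growth measured after 20 h incubation at 37 °C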
# CYP2C9 inhib: inhibitors of human CYP2C9; CYP2C9 Supersomes, luciferin-H conversion, luminescence; inhibition, % at 5 µM; actives 20% (n = 96,000);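 active = blocking of liver enzyme CYP2C9 beyond about 50% at 5 µM, limit read from the data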; also: values of inactives mirror those of a sister screen read the other way
# CYP2C19 inhib: blocks human cytochrome P450 2C19; CYP2C19 Supersomes, luciferin-H EGE luminescence, 30 min; AID 778; inhibition, % at 5 µM; actives 21% (n = 96,000);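 active = CYP2C19 inhibition above a set limit at 5 µM in the primary screen, cut at about 50% in these data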;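 also: plate controls were negative control wells for no effect and 2.5 mM tranylcypromine positive control for full effect; values of inactives mirror those of a sister screen read the other way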
# Target sequence (P33261 whole entry, looked up): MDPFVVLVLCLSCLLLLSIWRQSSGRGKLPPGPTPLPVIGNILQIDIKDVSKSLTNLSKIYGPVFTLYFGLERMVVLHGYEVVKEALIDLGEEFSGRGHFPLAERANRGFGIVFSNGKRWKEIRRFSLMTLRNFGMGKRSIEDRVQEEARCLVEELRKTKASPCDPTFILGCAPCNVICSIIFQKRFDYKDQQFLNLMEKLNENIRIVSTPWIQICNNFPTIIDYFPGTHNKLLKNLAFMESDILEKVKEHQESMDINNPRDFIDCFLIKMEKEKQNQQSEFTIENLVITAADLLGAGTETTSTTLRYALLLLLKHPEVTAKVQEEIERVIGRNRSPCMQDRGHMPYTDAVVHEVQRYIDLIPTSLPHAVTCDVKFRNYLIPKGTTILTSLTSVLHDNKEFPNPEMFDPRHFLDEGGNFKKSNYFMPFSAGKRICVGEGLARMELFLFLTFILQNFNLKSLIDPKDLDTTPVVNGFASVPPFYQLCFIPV
# PostGolgi yeast: growth inhibition of a yeast mutant, post-Golgi transport screen | actives 0.9% (n = 98,000) | post-Golgi transport phenotypic cell assay | AID 739 | inhibition, % at 10 µM; in the data active = inhibition above about 30%;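 also: yeast cells grown in 1536-well plates; yeast grown about 18 h at 30C before absorbance read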
# PTK2B oligo ant: blocks oligomerization of human Pyk2 in cells. Q293 cells, Pyk2 FERM NanoBiT luminescence; hits give low values. z-score (the deposit names both 25 µM and 10 µM). actives 0.83% (n = 99,000);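 active = Z-score of -3 or lower, scaled per plate to the spread of control and sample wells; inactive = z-score above -3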;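 also: negative z-score means lost luminescence so less FERM oligomerization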
# CYP2C19 activ: activators of human cytochrome P450 2C19. recombinant CYP2C19, luciferin-H EGE luminescence; hits give high values; 0 = fully inhibited enzyme, 1 = untreated enzyme. activation factor at 5 µM. 96,000 tested, under 10 active. AID 1025;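 active = activation factor of at least 2 at 5 µM in the primary screen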;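 also: 0 = wells with 2.5 mM tranylcypromine and 1 = vehicle-only wells; values of inactives mirror those of a sister screen read the other way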
# An asterisk follows results filed as active; · = no result given.
SMILES,CYP2C9 activ,EphB4 ephrin blk,PLAP act,Ecoli WT expand,CYP2C9 inhib,CYP2C19 inhib,PostGolgi yeast,PTK2B oligo ant,CYP2C19 activ
CN(CCCNC(=O)C1CCCN(S(=O)(=O)c2cnc[nH]2)C1)c1ccccc1 (stereo not drawn),0.2,2,1.2,0,77*,89*,-10,·,0.1
CCC(=O)N1CC(C)C(=O)Nc2ccccc21 (stereo not drawn),0.9,7,1,-6,10,3,-2,-0.48,1
Cc1ccc2c(CN3CCN(Cc4ccc5c(c4)OCO5)CC3)cc(=O)oc2c1C,1.1,-8,1.9,-3,-7,14,-7,0.91,0.9
O=C(CCCn1c(=O)c2ccccc2n(Cc2ccccc2)c1=O)NCc1ccco1,0.7,3,0.9,0,33,90*,0,0.44,0.1
CC(=O)OCc1cc2cc(C)ccc2[nH]c1=O,1.1,-7,1,8,-8,17,6,0.32,0.8
COc1ccc(N(CC(=O)Nc2cc(C)on2)S(=O)(=O)c2cc(C)ccc2C)cc1,0,·,1.4,-4,95*,98*,-6,-1.7,0
COc1ccc(NC(=O)C23CC4CC(C2)CC(n2cnc(Br)n2)(C4)C3)cc1OC,1,2,1,0,1,-5,-2,-0.68,1.1
O=C(NCc1ccco1)c1ccc(COc2ccccc2Cl)cc1,1,0,1.1,10,5,16,-9,-0.01,0.8
CCOC(=O)N1CCN(C(=O)Cn2ccc3ccccc3c2=O)CC1,1.1,-1,0.8,-4,-12,-16,-2,0.83,1.2
CS(=O)(=O)c1ccc2nc(NC(=O)c3cccs3)sc2c1,0.8,-4,1,-10,16,21,-1,-0.03,0.8
CC(C)Cc1nnc(NC(=O)CC(=O)Nc2ccccc2C(=O)O)s1,0.5,0,0.9,-3,49,47,4,-0.12,0.5
COC(=O)c1nnn(-c2nonc2N)c1CSCCO,0.9,-1,0.8,5,6,21,13,0.05,0.8
Cn1c(-c2ccccc2)cnc1N,0.8,-6,1,0,16,12,1,0.35,0.9
COC(=O)C1=C(C)N(C)C(C)=C(C(=O)OC)C1c1ccc(F)c(Br)c1,0.1,-5,0.9,6,94*,65*,9,-3.2*,0.4
COCC(C)n1c(C)cc(C(=O)CSc2nc3ccccc3c(=O)[nH]2)c1C (stereo not drawn),0.9,-4,1.2,-4,14,43,28,1.6,0.6
CCN(CC)CCCNC(=O)c1cn(CCOC)c(=O)c2c1c1ccccc1n2C,1,-5,1.6,9,4,1,-11,0.05,1
CCOC(=O)C(NC(=O)CC)(N1CCc2ccccc2C1)C(F)(F)F (stereo not drawn),0.4,-1,0.9,3,56*,22,-19,0.55,0.8
Cc1c(Br)c([N+](=O)[O-])nn1C(C)C(=O)Nc1c(C)n(C)n(-c2ccccc2)c1=O (stereo not drawn),0.8,-2,1,1,16,11,-3,-0.18,0.9
COc1ccc(OC)c(NC(=O)C23CCC(C)(C(=O)C2)C3(C)C)c1 (stereo not drawn),2.3*,3,1.4,4,-130,28,-14,0.27,0.7
CCN(CC)CCCNc1nnc(C)c(=O)[nH]1,1,·,1.1,-10,3,0,2,0.5,1
COc1ccc2nc(SCC(=O)Nc3ccccc3C)[nH]c2c1,0.1,0,1.4,6,88*,68*,-4,0.29,0.3
CN(C)C(CNC(=O)NC1CCCCC1)c1cccnc1 (stereo not drawn),1,-5,0.9,2,-3,-1,10,0.53,1
Cc1nnc2sc(-c3cccc(NC(=O)c4cccnc4)c3)nn12,1,-4,0.9,-2,2,1,0,0.39,1
CCOc1ccccc1C1CC(=O)Nc2c1c(=O)n(C)c(=O)n2C (stereo not drawn),0.5,1,1,1,46,45,10,·,0.6
CC(=O)c1cc2c(cc1NC(=O)CN1CCCCCCC1)OCO2,0.3,0,1.2,9,69*,83*,-1,-1.4,0.2
COC(=O)c1ccccc1NC(=O)CSc1nc2ccccc2c(=O)[nH]1,0.4,-5,1.1,3,59*,28,-7,0.36,0.7
Cc1ccc(Cl)cc1N1CCN(C(=O)C2CCCN(S(=O)(=O)c3cnc[nH]3)C2)CC1 (stereo not drawn),0.9,·,1.6,4,8,35,3,·,0.6
CCOC(=O)Oc1ccc2c(c1)C(C)=CC(C)(C)N2C(=O)OCC,1.2,1,1.3,0,-20,56*,12,-0.33,0.4
COC(=O)C(=O)/C=C(\O)c1ccc(C)cc1,0.9,-1,1.1,-6,6,-13,-1,·,1.1
CCN(CC)c1ccc(NC(=O)CSc2nc3ccccc3c(=O)[nH]2)cc1,0.6,-12,1.2,-6,38,19,-20,-0.77,0.8
Cc1ccc(C(=O)Nc2ccc(C(=O)/C=C/c3cccs3)cc2)cc1,0.7,-9,1,6,35,32,3,0.07,0.7
CCCCNC(=O)c1cc2c(=O)n3cccc(C)c3nc2n(Cc2ccccc2)c1=N,0.4,·,1,-4,64*,41,-2,-1.2,0.6
N#Cc1c(-c2ccc(F)cc2)noc1N,0.9,5,0.9,15,8,5,-4,-0.79,0.9
COc1cc(SC)ccc1C(=O)NCCOc1ccccc1Cl,0.7,-6,0.9,-9,29,95*,4,-0.82,0.1
CC1=CC(C)(C)N(C(=O)C(C)N2C(=O)c3ccccc3C2=O)c2c(C)cc(C)cc21 (stereo not drawn),0.8,0,1.1,0,16,33,19,·,0.7
CCCCN(CCCC)c1nc2ccccc2nc1NS(=O)(=O)c1ccc(NC(C)=O)cc1,0.4,-1,1.7,-12,64*,48,-13,0.4,0.5
O=C(NCc1ccccc1)/C(=N\O)c1ccccc1,1.3,-1,1,-9,-30,37,-1,-0.01,0.6
CCOC(=O)N1CCC(NC(=O)c2cnn3ccccc23)CC1,0.9,1,1,2,10,6,-4,·,0.9
C=CCNC(=O)CN(c1ccccc1OCC)S(=O)(=O)c1ccc(C)cc1,0.3,-1,1.8,5,68*,66*,-1,0.3,0.3
COC(=O)c1ccccc1NC(NC(=O)c1ccco1)C(=O)c1ccccc1 (stereo not drawn),0.9,·,1,2,7,-10,8,-1.4,1.1
CCOC(=O)N1CCC(=NNS(=O)(=O)c2cccc([N+](=O)[O-])c2)CC1,0.8,3,1.4,0,16,-12,-1,0.03,1.1
Cc1nnc(N(Cc2ccco2)C(=O)c2ccno2)s1,0.9,-2,0.9,4,11,80*,-7,1.6,0.2
COc1cccc2cc(C(=O)C3=C(O)C(=O)N(Cc4ccco4)C3c3cccnc3)oc12 (stereo not drawn),0.6,-5,0.9,-5,38,-1,6,0.92,1
O=C(Nc1nc(-c2ccco2)c(-c2ccco2)s1)C1CC(=O)N(c2ccc3c(c2)OCCO3)C1 (stereo not drawn),0.1,·,1.5,-5,94*,71*,12,0.51,0.3
COc1ccc(CN2CCN(c3ccccn3)CC2)c(OC)c1,0.8,·,0.9,2,16,46,-5,0.82,0.5
O=C1CCCN1CCCn1cnc2c([nH]c3ccc(F)cc32)c1=O,1,0,0.9,1,0,2,0,0.72,1
COc1ccc2[nH]c(=O)c(CN(Cc3ccco3)C(c3nnnn3Cc3ccccc3)C(C)C)cc2c1 (stereo not drawn),0.3,-4,1.6,-7,70*,44,7,0.06,0.6
CCCC(=O)c1ccc(N2CCN(C(=O)c3ccc(Br)cc3)CC2)c(F)c1,1,4,1.1,-13,-2,-6,8,-0.13,1.1
CCOc1ccccc1NC(=O)COc1cccc(-n2cnnn2)c1,·,-9,·,1,·,·,-4,-0.63,·
Cc1cc(N2CCC(C)CC2)nc(-n2nc(C)cc2C)n1,0.8,4,1.3,19,22,44,0,-0.41,0.6
Cc1cc(NC(=O)C2CCN(S(=O)(=O)Cc3ccccc3)CC2)ccc1-n1cnnn1,·,-4,·,-12,·,·,0,-0.51,·
O=C(CSc1ncnc2nc[nH]c12)NCCc1ccccc1,1,-2,0.9,4,-3,6,-5,0.59,0.9
O=C(N1CCOCC1)C1(c2ccccc2)CCCCC1,0.9,-1,1.3,5,5,69*,-10,0.13,0.3
CCn1c(/C=C2\C(=O)N(C)c3ccccc32)nc2ccccc2c1=O,0.8,2,1,-12,22,15,-8,-0.27,0.8
CC(=O)N1CCc2cc(S(=O)(=O)NC(C(=O)NCc3ccccc3)C(C)C)ccc21 (stereo not drawn),0.8,1,1.1,-10,23,-11,0,1.5,1.1
C=CCNCc1cccn1-c1ccccc1,1,0,1.1,-1,3,8,-1,0.05,0.9
Cc1ccc2sc(NC(=O)CSc3nc(C)cc(C)c3C#N)nc2c1,0.3,-2,1,-10,68*,68*,4,-3,0.3
CC(=O)OC(C(=O)NC1CCCCC1)c1ccncc1 (stereo not drawn),·,-2,·,3,·,·,-7,-0.3,·
CCOc1ncccc1C(=O)OCC(=O)Nc1cc(C)ccc1C,0.6,2,0.9,-2,39,26,-4,0.13,0.7
Oc1ccc(/C=N/Nc2cc(N3CCCC3)nc(N3CCCC3)n2)cc1,1.5,-5,0.8,-3,-50,17,17,-1.1,0.8

# More results.
SMILES,CYP2C9 activ,EphB4 ephrin blk,PLAP act,Ecoli WT expand,CYP2C9 inhib,CYP2C19 inhib,PostGolgi yeast,PTK2B oligo ant,CYP2C19 activ
COc1ccc(NC(=O)CSc2nc3ccccc3c(=O)n2CCNC(C)=O)c(OC)c1,0.5,8,1.1,-13,51*,48,-4,0.38,0.5
CCCn1c(SCC(=O)OCc2ccccc2)nc2c1c(=O)n(C)c(=O)n2C,0.7,8,1.3,-3,26,-1,-13,1.6,1
COc1ccc(CNCCC(c2ccccc2)c2ccc3c(c2)OCO3)cc1 (stereo not drawn),0.9,7,0.8,27,6,79*,18,0.22,0.2
CC(=O)Nc1ccc(S(=O)(=O)NCc2ccc3[nH]c(C)cc3c2)cc1,0.2,-5,1,2,85*,44,-9,·,0.6
COc1ccc(CC(=O)NNC(=O)c2ccoc2C)cc1OC,1,-4,1,2,-1,0,-9,0.71,1
Clc1ccc(Cc2nc(-c3cccnc3)no2)cc1,0.6,1,1,-4,40,54*,-10,-0.38,0.5
Cc1ccc(CCNC(=O)C2CC(c3ccccc3[N+](=O)[O-])=NO2)cc1 (stereo not drawn),0.9,-20,1,4,8,36,4,·,0.6
Cc1ccc(CSCC(=O)N2CCN(c3ccc(F)cc3)CC2)cc1,0.7,3,0.9,8,34,19,-9,1.1,0.8
CCOC(=O)c1c(-c2ccccc2)n(C)c2ccc(O)cc12,0.7,2,0.9,1,35,31,-5,-0.09,0.7
O=C(N/N=C\c1ccc(COc2ccc([N+](=O)[O-])cc2)o1)c1ccc(Cl)cc1,0.5,-3,1,-5,49,-15,11,-1.2,1.2
COc1ccc(N2CCN(C(=O)c3ccc(C)c(Cl)c3)CC2)cc1,1,2,1.2,5,2,27,16,-0.46,0.7
COCCn1c(SCC(=O)c2cccc(OC)c2)nnc1-c1ccco1,0.7,·,0.9,0,26,31,6,1.8,0.7
CCCCCCOC(=O)CCc1c(C)nc(N)[nH]c1=O,1.3,4,0.9,11,-27,37,-5,0.22,0.6
CCOC(=O)C1CCCN(C(=O)CCNS(=O)(=O)c2ccc3c(c2)CCC(=O)N3)C1 (stereo not drawn),1,-5,1,-2,1,-18,-5,0.17,1.2

# Part of the list above, as tab-separated lines:
mol	CYP2C9 activ	EphB4 ephrin blk	PLAP act	Ecoli WT expand	CYP2C9 inhib	CYP2C19 inhib	PostGolgi yeast	PTK2B oligo ant	CYP2C19 activ
COC(=O)C1=C(C)N(C)C(C)=C(C(=O)OC)C1c1ccc(F)c(Br)c1	0.1	-5	0.9	6	94*	65*	9	-3.2*	0.4
CN(C)C(CNC(=O)NC1CCCCC1)c1cccnc1 (stereo not drawn)	1	-5	0.9	2	-3	-1	10	0.53	1
O=C(N/N=C\c1ccc(COc2ccc([N+](=O)[O-])cc2)o1)c1ccc(Cl)cc1	0.5	-3	1	-5	49	-15	11	-1.2	1.2
COc1ccc(NC(=O)C23CC4CC(C2)CC(n2cnc(Br)n2)(C4)C3)cc1OC	1	2	1	0	1	-5	-2	-0.68	1.1
CCOC(=O)C(NC(=O)CC)(N1CCc2ccccc2C1)C(F)(F)F (stereo not drawn)	0.4	-1	0.9	3	56*	22	-19	0.55	0.8

# Not a hit list; 31% or so of the library scored in one or more.
